Ins promoter up – MIN6 insulin promoter up-regulation; MIN6 insulin promoter-GFP reporter, high-content imaging; hits give high values; z-score at 5 µM; actives 0.3% (n = 190,000); AID 1625;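 active = z-score above 3 at 5 µM with at least 500 cells counted in the well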
Autophagy mod – alters autophagy in cells; MEF GFP-LC3 puncta imaging; test concentration mostly 10 µM; calls only at 10 µM (by protocol); actives 0.98% (n = 190,000); AID 463193;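 active = percentage of spot-positive cells more than 3 SD above its plate mean, without a fluorescence outlier flag or 80% toxicity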;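 note: spot-positive cell cutoff set from DMSO-treated cells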
XIAP antagonists – small molecules displacing peptide from XIAP – biochemical, IAP family, fluorescence polarization (AID 1018); XIAP BIR domain, fluorescence polarization peptide displacement; higher % means a stronger effect; actives 0.007% (n = 200,000); displacement, % at 20 µM, or IC50 in µM where a hit was titrated; in the data active = displacement above about 50%; note: a part of the inactive calls stands beside numbers as strong as those of hits
bCat nuc transl – modulators of beta-catenin nuclear translocation; HeLa beta-catenin nuclear translocation, immunofluorescence imaging; nuclear translocation activity, % at 5 µM; actives 0.3% (n = 190,000);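 active = nuclear translocation activity above 50% at 5 µM, with a well cell count of 50 or more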;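 note: per-cell ratio of nuclear to cytoplasmic median beta-catenin stain intensity; plate controls were DMSO negative control for no effect and GSK-3 inhibitor IX positive control for full effect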
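Read-out: Nuclear/cytoplasmic beta-catenin signal ratio, % activation | Assay system: Human HeLa cell line | Times: 24 h compound exposure at 37°C, 5% CO2 | Signal: Fluorescence imaging of beta-catenin antibody stain plus DAPI | Dosing: 5 µM primary, 0.02–20 µM confirmation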
MT stabilizer – stabilizes microtubules in HeLa cells | HeLa tubulin immunostaining HCS, 24 h; share of cells brighter than vehicle mean+2SD | AID 2205 | actives 0.83% (n = 200,000) | % tubulin-high responders, % at 10 µM;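 active = plate Z-score above 3 for both tubulin-high and condensed-nucleus cell shares, with cell loss under 80%, at 10 µM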;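 note: anti alpha tubulin signal scored within the nucleus-defined area of each cell; some results filed as inactive read as strong as hits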
ER stress rescue – protection against thapsigargin-triggered cell killing – 384-well, CSM14.1, ATP luminescence, primary screen (AID 1222); one-dose cellular ATP content (survival), % at 20 µM; EC50 in µM for titrated hits; 190,000 tested, under 10 active; CSM14.1 thapsigargin-induced death rescue, ATP luminescence; higher % means a stronger effect;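 active = EC50 below 50 µM in the dose-response confirmation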;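 note: death triggered by thapsigargin at about 15 µM added after 2 h compound pretreatment; cell ATP read after overnight thapsigargin exposure of roughly 18 to 22 hours; normalized against plate controls of thapsigargin alone and 5% DMSO vehicle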
WT yeast gro inh – growth inhibition of WT yeast, mitochondrial fusion screen; mitochondrial fusion phenotypic screen, WT strain; inhibition, % at 10 µM; actives 2.1% (n = 190,000); in the data active = inhibition above about 58%; tested in S. cerevisiae
Dynein cargo inh – dynein cargo transport inhibition; 3617.4 mouse cells, GR-EGFP nuclear translocation imaging; test concentration mostly 20 µM; stimulated with dexamethasone, 1 µM; hits give low values; z-score, hits read low; actives 0.47% (n = 220,000); AID 1381;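 active = plate z-score of nuclear minus cytoplasmic receptor signal below a set negative limit, without overly bright fluorescence or cell loss, cut at about -3.5 in these data, passing the limit was not always enough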;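 note: z-score of nuclear minus cytoplasmic ring GR-EGFP intensity difference per well; some compounds called inactive have numbers as strong as hits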
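Buffer or medium: tetracycline-free induction medium containing charcoal-stripped FBS / Reagent: dexamethasone agonist, 1.0 µM final, for 30 min / Technique: automated 10x imaging of fixed Hoechst-stained cells / Times: induction 48 h, compound 1 h, agonist 30 min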
Lipid droplet – hepatic lipid droplet formation modulation. AML12 mouse hepatocytes, oleate lipid droplets, BODIPY imaging. inhibition, % at 6.5 µM. actives 0.4% (n = 240,000). AID 1656;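 active = lipid droplet intensity inhibited by at least 50%, with more than 500 cells counted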
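Assay system: AML12 hepatocytes (mouse); Probe or stimulus: oleic acid at 100 µM to induce lipid droplet formation; Dosing: compound at 6.5 µM only; Schedule: compound with oleate, overnight; Detection: fluorescence imaging, 20x objective, two fields per well; Measure: % inhibition of lipid droplet signal.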
WT yeast gro inh mutant strain – further read-out of WT yeast gro inh, marked with its call; inhibition, %; mitochondrial fusion phenotypic screen, mutant strain inhibition
Dynein cargo inh cytoplasmic EGFP – recorded beside Dynein cargo inh, whose call it bears; z-score; measured here: cytoplasmic GR-EGFP intensity; hits give high values
Dynein cargo inh nuclear GR-EGFP – further read-out of Dynein cargo inh, marked with its call; z-score; measured here: nuclear GR-EGFP intensity;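 lower value marks the stronger effect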
Dynein cargo inh cell count – also measured in Dynein cargo inh; calls as there; z-score; measured here: cell count per field
Ins promoter up cell count – recorded beside Ins promoter up, whose call it bears; cell count; measured here: cytotoxicity, nuclei count;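 total cells summed across four imaged fields per well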
Lipid droplet cells 6.5 µM – second read-out of Lipid droplet, no call of its own (marks repeat the call); cell count; measured here: cell count, cytotoxicity flag;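 cells counted across two imaged fields per well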
bCat nuc transl cell count 5 µM – recorded beside bCat nuc transl, whose call it bears; cell count; measured here: cell count, cytotoxicity flag
MT stabilizer Hoechst-high % – further read-out of MT stabilizer, marked with its call; % Hoechst-high responders; measured here: nuclear condensation Hoechst responders;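 share of cells brighter than vehicle mean plus two SD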
MT stabilizer cytotoxicity % – also measured in MT stabilizer; calls as there; toxicity, %; measured here: cytotoxicity by cell density;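 0% = mean cell density of plate MIN control wells and 100% = no cells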
Autophagy mod cell loss 18 h – further read-out of Autophagy mod, marked with its call; toxicity, %; measured here: cell loss, nuclei count;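 cell loss after 18 h compound exposure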
Active calls of the source: *; i = inactive; x = no result given.

SMILES | Ins promoter up | Ins promoter up cell count | Autophagy mod | Autophagy mod cell loss 18 h | XIAP antagonists | bCat nuc transl | bCat nuc transl cell count 5 µM | MT stabilizer | MT stabilizer Hoechst-high % | MT stabilizer cytotoxicity % | ER stress rescue | WT yeast gro inh | WT yeast gro inh mutant strain | Dynein cargo inh | Dynein cargo inh cytoplasmic EGFP | Dynein cargo inh nuclear GR-EGFP | Dynein cargo inh cell count | Lipid droplet | Lipid droplet cells 6.5 µM
O=C(COC(=O)c1cccnc1Cl)c1cccc(Cl)c1 | -0.19 | 892 | i | 1 | -0.6% | -5.4 | 1250 | 2.5 | 1.9 | 7.5 | 2.3% | 8 | 12 | -0.63 | -0.23 | -0.39 | 0.48 | -3 | 776
Cc1ccc(OCCOCCN2CCCCC2)c([N+](=O)[O-])c1 | -0.17 | 1406 | i | 6 | -8.5% | 0.4 | 1560 | 3.4 | 2.0 | 15 | -2.1% | 2 | -5 | 1.4 | -0.3 | -0.08 | 0.16 | -15 | 548
Cc1ccc(S(=O)(=O)c2cn(Cc3ccc(F)cc3)c3cc4c(cc3c2=O)OCO4)cc1 | -0.4 | 1478 | i | -4 | -2.2% | 2.1 | 1068 | 3.7 | 3.4 | 10 | 1.6% | 1 | -19 | 1.2 | -0.19 | 1.3 | -1.9 | -17 | 666
CN(C)[C@@H](CO)c1nnc([C@H](CC(=O)O)NC(=O)C2CCNCC2)o1 | 1.3 | 1390 | i | -4 | -6.5% | -0.9 | 1128 | 3.1 | 1.4 | 9.6 | 2.0% | -1 | 8 | -0.74 | -0.31 | -0.2 | 0.53 | 14 | 725
O=C(Nc1nnc(SCC(=O)N2CCCc3ccccc32)s1)c1cccc2ccccc12 | 0.23 | 1270 | i | 10 | -6.2% | 1.0 | 956 | 3.1 | 2.2 | 8.0 | -0.9% | 17 | -2 | 0.036 | 0.045 | 0.79 | -0.42 | -1 | 628
CCN(CC)S(=O)(=O)c1ccc(/C=C/C(=O)Nc2ccc(Br)cc2F)cc1 | -1.5 | 1267 | i | 4 | -4.1% | 3.9 | 946 | 4.5 | 3.2 | 4.3 | -2.4% | 1 | 8 | 0.91 | -0.22 | 0.65 | -0.44 | -31 | 607
CN1CCN(C(=S)NC(CC(=O)c2ccccc2)c2ccccc2)CC1 (stereo not drawn) | 0.41 | 1371 | x | x | x | 0.5 | 1303 | x | x | x | x | x | x | 0.37 | -0.23 | 0.33 | -0.36 | 2 | 669
O=C1/C(=C/c2ccco2)CCc2ccccc21 | -0.2 | 1142 | i | -15 | -10% | 1.5 | 931 | 1.7 | 5.3 | 13 | -5.3% | 4 | -3 | -0.051 | -0.32 | -0.41 | 0.51 | 28 | 645
CCCc1cc(=O)[nH]c(SCCOC(=O)c2ccccc2)n1 | x | x | i | 22 | -12% | x | x | 4.7 | 2.4 | 8.8 | 4.5% | 11 | 74 | 0.64 | -0.14 | 0.18 | 1.1 | 14 | 817
Cc1ccc(C(=O)Nc2sc(Cc3ccc4c(c3)OCO4)c(C)c2C(N)=O)cc1 | 1.3 | 1228 | i | -3 | -3.1% | -2.1 | 541 | 2.8 | 2.8 | 8.0 | -2.4% | -4 | 14 | -0.63 | -0.16 | 0.28 | 0.76 | 3 | 669
CCCCNCc1cc(Br)c(OCC(=O)NCc2ccccc2)c(OC)c1 | -0.73 | 1572 | i | 25 | -1.4% | -0.1 | 924 | 1.5 | 1.5 | 4.8 | -0.7% | 41 | 28 | 0.17 | -0.24 | 0.41 | -0.24 | -1 | 671
O=C(Nc1ccn(Cc2ccccc2F)n1)c1ccc(COc2cc(Cl)ccc2Cl)o1 | 0.21 | 1524 | i | 13 | -4.0% | 0.8 | 1397 | 4.1 | 2.8 | 5.9 | 0.5% | -2 | -12 | 0.43 | -0.22 | 0.96 | 0.014 | x | x
N#Cc1c(-c2ccccc2)cc(-c2ccccc2)nc1Br | -0.31 | 1271 | i | -3 | -5.2% | 0.4 | 529 | 3.3 | 3.1 | 6.3 | -4.3% | -7 | -2 | -0.59 | -0.25 | -0.75 | 1.1 | -2 | 603
COC(=O)c1ccc(COc2cc([N+](=O)[O-])cc3cccnc23)cc1 | 0.24 | 1440 | x | x | x | 0.1 | 1256 | x | x | x | x | x | x | 0.46 | -0.21 | -0.051 | -0.77 | -15 | 679
O=C1NC(=O)/C(=C/c2ccc(N3CCOCC3)o2)N1 | 0.42 | 1146 | x | x | x | 0.6 | 1322 | x | x | x | x | x | x | 0.24 | -0.18 | 0.14 | -0.59 | 6 | 705
O=C(CSc1nnc(COc2ccccc2Cl)o1)NC(=O)NC1CCCC1 | 0.18 | 1458 | i | 13 | -3.0% | -4.3 | 912 | 1.6 | 1.8 | 5.8 | -1.0% | 33 | 35 | -0.27 | -0.22 | -0.14 | 0.41 | x | x
C/C(=C\C(=O)Nc1nccs1)c1ccccc1 | 0.42 | 1291 | i | 0 | -8.4% | -4.8 | 1227 | 4.0 | 2.7 | 2.1 | -3.7% | 35 | 39 | -0.68 | -0.26 | -0.82 | 1.3 | 12 | 776
Cc1ccc(-c2nc(NC(=O)CSc3nnc4scc(-c5ccccc5)n34)ns2)cc1 | 0.36 | 944 | x | x | x | -0.3 | 1232 | x | x | x | x | 7 | -4 | 2.6 | -0.51 | 2.1 | -2.1 | -3 | 655
CC(=O)NNc1ncnc2c1cnn2-c1ccc(C)c(Cl)c1 | 0.27 | 1261 | i | -5 | -5.1% | -2.1 | 1103 | 5.9 | 2.8 | 11 | -0.8% | -2 | 3 | -0.77 | -0.24 | -0.69 | 0.83 | -2 | 687
O=C(N/N=C/c1ccc2ncccc2c1)c1ccco1 | -0.28 | 1274 | i | 5 | -4.8% | 7.0 | 978 | 2.7 | 3.1 | 3.7 | -4.4% | 22 | 28 | -0.23 | -0.28 | 0.36 | 1.2 | -6 | 636
COc1ccc(-c2cc(C(F)F)n3ncc(C(=O)N4CCN(C(=O)c5ccco5)CC4)c3n2)cc1 | 1.8 | 1577 | i | -4 | -3.7% | 0.9 | 1025 | 2.6 | 3.1 | 12 | x | 6 | 0 | -0.23 | -0.23 | 0.12 | 0.7 | -4 | 621
S=c1sc2c(N3CCN(Cc4ccccc4)CC3)ncnc2n1-c1ccccc1 | 0.19 | 787 | i | 1 | -2.7% | x | x | 1.7 | 1.8 | 7.7 | -0.8% | 3 | 6 | 2.5 | 1.2 | 0.99 | -1.7 | 2 | 769
CCOC(=O)N1CCC(Nc2c(N3CCN(c4cccc(C(F)(F)F)c4)CC3)c(=O)c2=O)CC1 | -0.52 | 1328 | i | -16 | -5.8% | -0.5 | 861 | 5.4 | 1.8 | 7.2 | -1.6% | -3 | 5 | -0.33 | -0.18 | 0.1 | -0.35 | x | x
Cc1ccc(C(=O)CC2(O)C(=O)N(C)c3ccc(Br)cc32)c(C)c1 (stereo not drawn) | -0.55 | 1815 | x | x | -6.4% | -1.2 | 1111 | 8.3 | 1.2 | 8.2 | -2.9% | 6 | 6 | 0.44 | 0.11 | 0.66 | -1.4 | -3 | 662
COc1ccc(CC(NC(C)=O)C(=O)NC2CCN(S(=O)(=O)c3ccc(NC(C)=O)cc3)CC2)cc1OC (stereo not drawn) | 0.63 | 1632 | i | 3 | -1.2% | -1.2 | 1597 | 2.6 | 1.4 | 9.7 | 1.7% | -10 | 8 | -0.42 | -0.27 | -0.44 | 1.1 | 4 | 710
CCN(CC)CCN1C(=O)c2ccccc2NC1c1ccc(C)cc1 (stereo not drawn) | 0.42 | 812 | i | -5 | -13% | -0.8 | 1090 | 0.4 | 0.9 | 9.0 | 1.5% | -9 | -22 | 0.024 | 0.13 | 0.41 | 0.24 | -3 | 828
CCOC(=O)N1CCN(CC(O)COC(CC)c2ccccc2)CC1 (stereo not drawn) | -0.12 | 1396 | i | -3 | -2.2% | 1.5 | 1434 | 2.7 | 3.8 | 11 | 0.2% | -8 | 18 | -0.019 | -0.18 | 0.27 | 0.11 | x | x
CNC(=O)Cn1ncc2c(C)n(Cc3ccc(C)cc3)c(C)c2c1=O | 0.48 | 1420 | i | -15 | -4.2% | 3.2 | 1125 | 6.2 | 1.9 | 8.8 | 2.8% | 8 | 15 | -0.03 | -0.19 | 0.77 | 0.43 | 3 | 725
CS(=O)(=O)N1CC2CCCN2c2ccc(C(F)(F)F)cc21 (stereo not drawn) | 0.94 | 1680 | i | 2 | 0.4% | -3.9 | 1083 | 3.3 | 2.3 | 7.1 | -0.3% | -11 | 2 | 0.0075 | -0.34 | 0.28 | 0.22 | 0 | 619

In another format: entries from further up
compound	Ins promoter up	Ins promoter up cell count	Autophagy mod	Autophagy mod cell loss 18 h	XIAP antagonists	bCat nuc transl	bCat nuc transl cell count 5 µM	MT stabilizer	MT stabilizer Hoechst-high %	MT stabilizer cytotoxicity %	ER stress rescue	WT yeast gro inh	WT yeast gro inh mutant strain	Dynein cargo inh	Dynein cargo inh cytoplasmic EGFP	Dynein cargo inh nuclear GR-EGFP	Dynein cargo inh cell count	Lipid droplet	Lipid droplet cells 6.5 µM
COc1ccc(CC(NC(C)=O)C(=O)NC2CCN(S(=O)(=O)c3ccc(NC(C)=O)cc3)CC2)cc1OC (stereo not drawn)	0.63	1632	i	3	-1.2%	-1.2	1597	2.6	1.4	9.7	1.7%	-10	8	-0.42	-0.27	-0.44	1.1	4	710
CCN(CC)CCN1C(=O)c2ccccc2NC1c1ccc(C)cc1 (stereo not drawn)	0.42	812	i	-5	-13%	-0.8	1090	0.4	0.9	9.0	1.5%	-9	-22	0.024	0.13	0.41	0.24	-3	828

Quoted from the listing:
For WT yeast gro inh mutant strain, `O=C(N/N=C/c1ccc2ncccc2c1)c1ccco1` shows 28
For MT stabilizer cytotoxicity %, `CCOC(=O)N1CCC(Nc2c(N3CCN(c4cccc(C(F)(F)F)c4)CC3)c(=O)c2=O)CC1` shows 7.2

Screens as filed in PubChem.
